GALK inhibitor: galactokinase (human) inhibition | Purified GALK, Kinase-Glo residual ATP luminescence | Potency, µM (titrated, usually from 57.5 µM), inactives show top-dose activity change, negative = inhibition, most hits filed as inhibitors | hit rate 0.007% among 270,000 | AID 1868; further: potency means the concentration at half of the fitted maximal effect; on the % scale 0 is the no-effect control and ±100 the full control effect
Target sequence (P51570 whole entry, looked up): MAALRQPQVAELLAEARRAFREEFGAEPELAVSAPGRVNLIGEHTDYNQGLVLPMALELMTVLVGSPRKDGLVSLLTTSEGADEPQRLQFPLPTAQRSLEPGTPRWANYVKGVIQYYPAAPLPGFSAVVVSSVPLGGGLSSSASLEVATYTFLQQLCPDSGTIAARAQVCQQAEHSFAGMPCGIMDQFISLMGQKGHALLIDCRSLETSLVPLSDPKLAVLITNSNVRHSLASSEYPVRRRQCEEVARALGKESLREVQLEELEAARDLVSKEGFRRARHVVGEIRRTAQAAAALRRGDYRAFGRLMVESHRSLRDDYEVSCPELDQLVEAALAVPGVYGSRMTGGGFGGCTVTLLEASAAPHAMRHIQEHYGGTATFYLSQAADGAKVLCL
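Kinase-Glo Plus luminescence measured ATP left after a 1 h room-temperature reaction. The reaction used 5 nM GALK, 100 uM galactose and 35 uM ATP at pH 8.0 (20 mM HEPES, 5 mM MgCl2, 60 mM NaCl, 1 mM DTT, 0.01% BSA).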
PKM2 act: increases activity of human pyruvate kinase M2; P14618; purified PKM2, Kinase-Glo ATP luminescence, activation; response scale: 0% is enzyme alone, no compound; Potency, µM (titrated, usually from 57.5 µM), inactives show at the highest dose activation, actives largely listed as activators; hit rate 0.34% among 260,000; further: potency means the concentration at half of the fitted maximal effect; on the % scale 0 is the no-effect control and ±100 the full control effect; nearly all actives have a fitted effect of over 55% in size
Target sequence (P14618 whole entry, looked up): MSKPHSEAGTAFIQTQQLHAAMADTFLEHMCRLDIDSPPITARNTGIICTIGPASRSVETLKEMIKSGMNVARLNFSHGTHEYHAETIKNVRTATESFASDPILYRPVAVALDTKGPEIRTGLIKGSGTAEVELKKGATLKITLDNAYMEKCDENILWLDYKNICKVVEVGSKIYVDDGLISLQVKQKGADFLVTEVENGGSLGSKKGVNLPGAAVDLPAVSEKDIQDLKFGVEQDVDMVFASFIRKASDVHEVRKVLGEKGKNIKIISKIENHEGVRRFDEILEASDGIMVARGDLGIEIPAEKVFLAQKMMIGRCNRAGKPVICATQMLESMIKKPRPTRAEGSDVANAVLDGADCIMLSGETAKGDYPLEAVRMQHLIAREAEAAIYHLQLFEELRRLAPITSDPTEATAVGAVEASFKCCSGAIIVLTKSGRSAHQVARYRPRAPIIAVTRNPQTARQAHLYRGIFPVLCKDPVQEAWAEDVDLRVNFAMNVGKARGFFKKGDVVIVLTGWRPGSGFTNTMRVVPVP
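Purified hPK-M2 (>95%) run at intermediate activity with 0.1 mM ADP and 0.5 mM PEP in 50 mM imidazole pH 7.2, KCl, MgCl2; 1 h room temperature. ATP formed read by Kinase-Glo luminescence; normalized to uninhibited and no-enzyme controls.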
S-ASM inh: blocks human secretory acid sphingomyelinase | AID 504937 | P17405 | Potency, µM (titrated, usually from 57.5 µM), for inactives: at the highest dose activity change, negative = inhibition, usual class: inhibitors | placental ASM, HMU-PC fluorogenic substrate, 60 min | hit rate 0.006% among 340,000; further: potency means the concentration at half of the fitted maximal effect
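Steps: dispense placental human ASM, pin compound, wait 10 min at room temperature, add HMU-PC0 substrate at 9 uM final, incubate 60 min at 37 °C, add stop solution raising pH to 10, read fluorescence.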
FBPA coupling cs: coupling enzyme interference in Giardia aldolase counter-screen; coupling enzyme system counterscreen, AmpLite Red fluorescence; activity change, negative = inhibition, % at 58.2 µM, hits read low; hit rate 0.67% among 290,000; in the data active means activity change below about -30%; further: on the % scale 0 is the no-effect control and ±100 the full control effect
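Counterscreen of the coupled detection system alone, without aldolase: glyceraldehyde-3-phosphate coupling enzymes plus AmpLite Red readout. Compounds at 57.5 uM final, 10 min RT preincubation, 20 min RT reaction, fluorescence 525/598 nm.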
a7 integrin act: integrin-mediated muscular dystrophy alleviation activation | alpha7betagal myoblasts, beta-gal FDG fluorescence, 48 h | Potency, µM (titrated, usually from 38.3 µM), for inactives: at the highest dose activation, hits mostly activators | hit rate 0.064% among 350,000 | AID 624291;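 further: potency means the concentration at half of the fitted maximal effect; 100% = response of the positive control SU9516; nearly all actives have a fitted effect of over 60% in size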
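alpha7betagal+/- myoblasts (passage 13, 250/well) treated 48 h at 37C with compounds at 1:260 dilution of DMSO stock. Lysed, then beta-galactosidase activity read as FDG fluorescence (ex 480/em 540) after 30 min, with pre-read for autofluorescence.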
Giardia killer: kills Giardia lamblia. activity change, % at 7.66 µM, hits read low. hit rate 0.15% among 340,000. Giardia lamblia trophozoite viability; in the data active means activity change below about -80%; inconclusive means between about -30% and that limit;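 further: parasites exposed to compound for two days anaerobically before the ATP read; on the % scale 0 is the no-effect control and ±100 the full control effect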
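Media and compound were dispensed first, then trophozoites at 100 cells/well; plates sat 48 hrs at 37 deg C without oxygen before ATP luminescence reagent was added and read after 15-30 min at room temperature.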
TSG101-PTAP inh: blocks PTAP/TSG101 interaction to inhibit HIV-1 budding; Q99816; Fluorescence polarization, FITC-PTAP peptide / Tsg101 binding; Potency, µM (highest dose often 115 µM), for the others: top-dose activity change, negative = inhibition, actives largely listed as inhibitors; 340,000 tested, under 10 active; AID 493005; active means well fitted inhibition curve with a large enough effect in the main read-out, with a control signal flat, not every such curve was filed as active; inconclusive means small, poorly fitted or top-dose-only effect, or effect the other way, or a change in a side signal; inactive means no such curve, though single readings can be large or run the other way; further: potency means the concentration at half of the fitted maximal effect; % of control where 0% means no effect
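Fluorescence polarization binding of Tsg101 binding domain (10 uM final) to FITC-labeled PTAP peptide (50 nM final) in HEPES pH 7.5 buffer with NaCl, Tween 20, EDTA, TCEP. Compounds added before peptide; binding 20 min at RT.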
Tb PFK block: blocks T. brucei phosphofructokinase. Potency, µM (titrated, usually from 57.5 µM), inactives show top-dose activity, negative = inhibition, hits mostly inhibitors. T. brucei PFK, ADP-Glo luminescence. hit rate 0.17% among 330,000. O15648;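 further: potency means the concentration at half of the fitted maximal effect; 0% = uninhibited 1x PFK enzyme wells and -100% = no-enzyme wells; nearly all actives have a fitted effect of over 60% in size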
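Activity is normalized to no-enzyme wells (full inhibition) and 1.25 nM enzyme wells (no inhibition). Reaction: 0.5 mM F6P, 0.1 mM ATP, 45 min RT, ADP-Glo luminescence; concentration-response curves fitted and classed by quality.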
B2AR arrestin: beta2AR (human) beta-arrestin recruitment activity | AID 492947 | hit rate 0.02% among 330,000 | Potency, µM (top dose mostly 46.1 µM), for inactives: at the top dose activation, hits mostly activators | beta-arrestin recruitment to beta2AR, cell-based reporter;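 further: potency means the concentration at half of the fitted maximal effect; 0% = DMSO controls and full agonism = EC100 isoproterenol or metaproterenol; nearly all actives have a fitted effect of over 65% in size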
Chronic BCR inh: blocks chronic active B-cell receptor signaling; ABC-DLBCL IkBa-CBG/CBR reporter, luminescence ratio, 4 h; Potency, µM (doses to about 46.1 µM), for inactives: at the top dose ratio change, negative = lower green/red ratio, hits mostly inhibitors; hit rate 0.05% among 340,000; AID 493014; active means well fitted inhibition curve with a large enough effect in the signal ratio, with a control signal flat, not every such curve was filed as active; inconclusive means small, poorly fitted or top-dose-only effect, or effect the other way, or a change in a side signal; the % refers to the signal ratio;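 further: potency means the concentration at half of the fitted maximal effect; plate controls were basal doxycycline-induced cells for no effect and cells given 10 µM MG132 for full effect; MG132 reads +100%, hits lower the ratio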
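TMD8 human ABC-DLBCL cells with doxycycline-inducible IκBα–green luciferase fusion and unfused red luciferase, in 0.5% FBS medium; compounds up to 46 uM, 4 h at 37C. Green/red luminescence ratio, filter-overlap corrected, fitted to concentration-response curves.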
Menin MLL FP TR: inhibitors of human menin-MLL interaction, mutant MLL peptide. Menin + Texas Red MLL mutant peptide, fluorescence polarization. Potency, µM (doses to about 61.6 µM), without a hit: top-dose FP activity change, negative = inhibition, most hits filed as inhibitors. hit rate 0.23% among 270,000; active means well fitted inhibition curve with a large enough effect in the polarisation, with a control signal flat, not every such curve was filed as active; inconclusive means small, poorly fitted or top-dose-only effect, or effect the other way, or a change in a side signal; inactive means no such curve, though single readings can be large or run the other way; the % refers to the polarisation; further: potency means the concentration at half of the fitted maximal effect; % of control where 0% means no effect; many of its hits are not listed in these tables
* marks the source's active call; other numbers are inactive results; ? = inconclusive; nt = no result given; [ ] = dose if it differs, or a comment. Unless noted, the call rests on the fitted dose curve; in most records, active means well fitted curve in the direction sought with a large enough effect; inconclusive means small, poorly fitted or top-dose-only effect, or another doubt; inactive means no such curve, though single readings can be large; an effect the other way counts as inactive or inconclusive.

SMILES	GALK inhibitor	PKM2 act	S-ASM inh	FBPA coupling cs	a7 integrin act	Giardia killer	TSG101-PTAP inh	Tb PFK block	B2AR arrestin	Chronic BCR inh	Menin MLL FP TR
O=C(COC(=O)c1ccc(S(=O)(=O)N2CCCCC2)cc1)Nc1ccccc1	nt	nt	-7%	nt	26%	-5	0%	-1%	0.0%	5%	nt
CSc1ccc(CNc2nc3ccccc3n3cnnc23)cc1	-3%	1%	-2%	2	4%	6	-4%	2%	-1.0%	?	nt
O=C(c1cc2cc(F)ccc2[nH]1)N1CCc2ccccc2C1	-1%	-6%	5%	-1	?	17	0%	-3%	-1.0%	?	23%
Cc1cccc(C)c1NC(=O)N1C2CCC1CC(O)(c1cccnc1)C2 (stereo unspecified)	0%	-3%	-4%	-1	14%	13	-2%	1%	-0.2%	7%	-17%
CN(C)c1ccc(/C=N\NC(=O)c2ccc(Cn3cc(Cl)cn3)cc2)cc1	nt	-1%	22%	-1	8%	-1	-1%	12µM*	-0.7%	-1%	-7%
Cn1nc(-c2ccc(S(N)(=O)=O)s2)cc1C(F)(F)F	-3%	30%	-1%	-1	33%	6	-1%	1%	-0.5%	15%	nt
Cc1ccc(NNC(=O)c2cc(C)on2)c(C)c1	-2%	0%	-4%	1	4%	-8	1%	0%	-1.0%	?	nt
CCN(CC(=O)NCc1cccs1)C(=O)c1cccc(S(=O)(=O)N2CCc3ccccc32)c1	12%	-10%	-1%	-3	-2%	4	-4%	-2%	-0.4%	4%	0%
COC(=O)C(O)(CC(=O)Nc1ccc(Cl)cc1F)C(F)(F)F (stereo unspecified)	-1%	0%	0%	4	31%	1	-5%	3%	-0.2%	4%	-4%
Cc1cc(-c2onc(C)c2C(=O)O)no1	0%	4%	7%	2	16%	-1	-6%	1%	0.1%	9%	nt
CC(C)Oc1cccc(C(=O)Nc2ccc(CN3CCOCC3)cc2)c1	-2%	4%	0%	-1	?	0	-6%	-5%	0.1%	1%	4%
O=C1CCC[C@@H]2Cc3[nH]c4c(Cl)ccc(Cl)c4c3[C@@H]3CCN1[C@H]23	nt	2%	-5%	0	15%	12	-2%	0%	-0.5%	3%	3%
COCCn1nnnc1SCC(=O)c1ccccc1	-3%	9%	-2%	-2	-20%	22	-2%	-5%	-0.2%	?	5%
CC(OC(=O)c1cc(=O)[nH]c2ccccc12)C(=O)N1C(C)CCCC1C (stereo unspecified)	nt	nt	17%	nt	10%	-13	-2%	-6%	-0.1%	?	nt
Nc1nc(C(=O)N2CCOCC2)nn1S(=O)(=O)c1ccccc1	1%	-4%	4%	0	7%	5	-3%	-2%	-0.5%	2%	0%
CC(c1ccccc1)n1cnc2ccccc21 (stereo unspecified)	-4%	-3%	6%	-4	20%	-27	-7%	-28%	-0.2%	2%	?
Cn1c(=O)oc2cc(S(=O)(=O)N3CCCC(C(=O)NCc4ccc5c(c4)OCO5)C3)ccc21 (stereo unspecified)	0%	-3%	-3%	3	0%	4	0%	1%	0.4%	20%	-2%
COc1cc(/C=C/C(=O)OCc2c(C)noc2C)ccc1OC(F)F	-1%	-7%	0%	-8	16%	57[activator]	-4%	0%	-0.2%	-1%	1%
COc1ccc(NC(=O)N2CCCCC2)cc1	-4%	-1%	2%	0	11%	5	-8%	11%	-0.1%	5%	-5%
CCCC(OC(=O)CC1Sc2ccccc2NC1=O)C(=O)NCc1ccco1 (stereo unspecified)	0%	1%	-2%	8	-16%	10	-16%	1%	-0.6%	-3%	15%
C/C(=C\c1ccc(N)cc1)c1nc2ccccc2[nH]1	-3%	nt	13%	-3	23%	5	-3%	-1%	0.0%	-1%	11%
CC(NCc1ccc2c(c1)OCO2)C(=O)NC1CCCc2ccccc21 (stereo unspecified)	-4%	-2%	0%	1	16%	0	-2%	2%	0.1%	?	nt
O=C(c1ccc(Cl)cc1Cl)N1CCN(c2ccccn2)CC1	0%	1%	2%	0	0%	-26	0%	2%	0.1%	0%	-14%
Cc1sc2ncnc(N3CCC(C(=O)NNC(=O)COc4ccccc4F)CC3)c2c1C	nt	nt	-6%	nt	1%	-14	1%	-10%	0.4%	0%	nt
COc1ccccc1NC(=O)COc1ccccc1C(=O)c1cnn(-c2ccccc2)c1	0%	-7%	-10%	1	5%	4	-3%	-9%	-1.0%	-18%	12%
O=C(O)CN(c1ccccn1)S(=O)(=O)c1ccccc1	1%	-11%	6%	2	10%	-8	-7%	0%	0.0%	2%	3%
CCOC(=O)CN1C(=O)c2ccccc2C1=O	1%	1%	3%	-1	12%	-17	-8%	24%	0.0%	-7%	11%
Cc1ccc(C)c(C(=O)CN2C(=O)NC3(CCc4ccccc43)C2=O)c1 (stereo unspecified)	nt	nt	2%	nt	-22%	-4	-5%	0%	-1.0%	-4%	nt
COc1cc2nc(SCc3c(C)noc3C)n(CCC3=CCCCC3)c(=O)c2cc1OC	10%	-3%	-13%	0	2%	-2	-1%	4%	0.0%	-6%	6%
Cc1cc(-c2ccccc2)n2nc(C)c(C#N)c2n1	1%	-7%	80%[activator]	1	-5%	-2	-12%	-1%	0.1%	3%	2%
Cc1cccc(NC(=O)C2(c3cccs3)CCOCC2)c1	-3%	-1%	4%	0	?	7	0%	-1%	-0.7%	0%	-8%
N#Cc1ccc(-c2cccnc2)nc1SCC(=O)Nc1sc2c(c1C#N)CCC2	1%	0%	-1%	1	-6%	3	-2%	5%	0.0%	8%	?
Nc1ccc(-c2cc3ccccc3oc2=O)cc1	-1%	-3%	8%	0	1%	-2	0%	-4%	-0.2%	?	10%
COc1ccc(S(=O)(=O)N2CC(=O)Nc3ccccc32)cc1	-3%	0%	-1%	0	?	37[activator]	-8%	7%	0.5%	1%	16%
COc1ccc(CCNC(=O)CSc2nc3[nH]ncc3c(=O)n2-c2ccc(Br)cc2)cc1OC	1%	-1%	-1%	-7	2%	11	0%	8%	-0.2%	-11%	-8%
Cc1ccc(S(=O)(=O)Nc2ccc(N3CCOCC3)cc2)cc1[N+](=O)[O-]	0%	-29%	-3%	-4	6%	6	-4%	0%	-0.2%	1%	9%
O=C1NN(c2ccc(F)c(Cl)c2)C(=O)/C1=C\c1cccc(OC(=O)c2cccs2)c1	-3%	7%	-17%	9	-6%	11	-3%	2%	-0.4%	10%	?
O=c1cc(-c2ccccc2)nc(SCc2ccccc2F)[nH]1	-5%	2%	-1%	-1	-15%	-4	-2%	3%	0.0%	?	10%
CCc1c(C)nc2cc(-c3cc(OC)cc(OC)c3)nn2c1N1CCCC1	0%	5%	?	-8	12%	8	-8%	8%	-0.1%	-8%	17%
CC(=O)c1cccc(NC(=S)NC(=O)Cc2ccc(Cl)cc2)c1	-8%	2%[11.5 µM]	-8%	1	?	35[activator]	-3%	-16%	-0.7%	-15%	3%
COc1cc(C(C)=O)ccc1COc1ccc(C(=O)OCC(N)=O)cc1OC	-3%	-1%	-3%	0	6%	3	0%	-1%	2.1%	?	?
CC(=O)Nc1ccc(NS(=O)(=O)c2ccc3c(c2)NC(=O)CC(=O)N3)cc1	-5%	nt	0%	nt	16%	17	-1%	5%	0.0%	3%	nt
CCCOC(=O)c1cc(-c2ccc(C=O)o2)ccc1Cl	nt	0%	-3%	6	13%	7	1%	0%	0.4%	-3%	22%
COC1(NC(=O)c2ccccc2)C(C)=CC(=O)C=C1C	1%	0%	0%	-5	18%	-3	2%	-2%	0.1%	0%	0%

Assay outcomes as filed in PubChem BioAssay.

This is a subset; rates above refer to the full screens.
